# High-throughput results from PubChem BioAssay.
# Scp1 inh = blocks human Scp-1 phosphatase activity | Q9GZU7 | Recombinant Scp1, phosphopeptide, malachite green phosphate absorbance | inhibition, % at 20 µM | actives 0.88% (n = 340,000);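 active = inhibition above about 50% at 20 µM, limit read from the data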;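 also: plate controls were DMSO wells with enzyme for no effect and wells lacking enzyme for full effect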
# Target sequence (Q9GZU7 76-261 limits assumed): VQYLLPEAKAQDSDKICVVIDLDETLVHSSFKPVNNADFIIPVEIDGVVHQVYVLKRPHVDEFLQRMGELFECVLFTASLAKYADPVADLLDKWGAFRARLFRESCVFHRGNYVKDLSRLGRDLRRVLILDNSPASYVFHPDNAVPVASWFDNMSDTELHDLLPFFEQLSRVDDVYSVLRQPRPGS
#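 Test system: SCP-1 catalytic domain; Buffer or medium: Acidic Tris acetate buffer with magnesium and detergent; Also added: Phosphorylated 17-residue peptide substrate; Compound: single 20 µM dose, 1% DMSO; Schedule: enzyme reaction 45 min at room temperature, colour 5 min, stabilisation 30 min; Signal: Phosphate-binding colour reagent, absorbance read at 630 nm.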
# SUMO1 PPI mod = SUMO1-SIM interaction modulation; AID 602429; inhibition, % at 20 µM; actives 0.33% (n = 360,000); P63165; SUMO1 binding to a labelled peptide, TR-FRET, 1 h; in the data active = inhibition above about 37%
# Target sequence (P63165 whole entry, looked up): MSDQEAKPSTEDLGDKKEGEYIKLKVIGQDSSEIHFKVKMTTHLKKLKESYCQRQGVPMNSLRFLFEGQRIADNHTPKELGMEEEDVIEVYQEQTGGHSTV
# eLon inh = inhibits E. coli Lon protease; P0A9M0; purified E. coli Lon protease, fluorescence polarization; inhibition, % at 7.94 µM; actives 0.42% (n = 360,000); AID 602123; in the data active = inhibition above about 13%, passing the limit was not always enough;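 also: 0% = enzyme with probe and DMSO and 100% = no enzyme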
# Target sequence (P0A9M0 whole entry, looked up): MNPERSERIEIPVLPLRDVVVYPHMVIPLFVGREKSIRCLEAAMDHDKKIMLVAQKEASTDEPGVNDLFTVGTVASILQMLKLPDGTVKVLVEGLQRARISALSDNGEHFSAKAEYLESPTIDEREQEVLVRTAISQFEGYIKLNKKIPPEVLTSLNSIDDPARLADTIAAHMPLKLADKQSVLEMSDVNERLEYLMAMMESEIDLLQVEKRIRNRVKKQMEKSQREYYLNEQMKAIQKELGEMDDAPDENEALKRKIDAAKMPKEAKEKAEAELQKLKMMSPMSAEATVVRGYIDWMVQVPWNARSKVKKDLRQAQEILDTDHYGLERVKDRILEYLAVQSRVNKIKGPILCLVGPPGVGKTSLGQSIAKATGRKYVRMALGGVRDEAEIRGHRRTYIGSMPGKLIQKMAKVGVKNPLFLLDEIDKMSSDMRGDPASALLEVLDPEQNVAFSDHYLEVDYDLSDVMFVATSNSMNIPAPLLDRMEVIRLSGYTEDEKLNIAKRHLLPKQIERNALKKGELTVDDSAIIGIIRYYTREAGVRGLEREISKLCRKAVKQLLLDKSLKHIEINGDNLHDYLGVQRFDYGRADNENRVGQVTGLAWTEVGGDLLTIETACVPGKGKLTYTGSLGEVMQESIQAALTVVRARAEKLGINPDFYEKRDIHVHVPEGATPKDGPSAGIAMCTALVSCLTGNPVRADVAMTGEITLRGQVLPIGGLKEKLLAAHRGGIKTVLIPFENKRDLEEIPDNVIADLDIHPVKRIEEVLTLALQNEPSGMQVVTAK
# CendR NRP1 mod = alters CendR peptide binding to human NRP-1; O14786; FAM-RPARPAR peptide binding to NRP-1, fluorescence polarization; inhibition, % at 25 µM; actives 0.85% (n = 360,000);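 active = inhibition or corrected inhibition above about 18%, plus a signal ratio from 0.5 to 1.5, limit read from the data, passing the limit was not always enough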; also: strong numbers were not always called active
# DNMT1 inh = inhibitors of human DNMT1; DNMT1 molecular beacon, Hinp1I cleavage, fluorescence; P26358; inhibition (reported as % activation of signal), % at 10 µM; AID 588458; actives 0.83% (n = 360,000); in the data active = inhibition above about 50%
# STEP inh = STEP (human) phosphatase inhibition | P54829 | recombinant STEP, OMFP fluorogenic substrate, fluorescence | inhibition, % at 20 µM | actives 0.25% (n = 360,000) | AID 588621;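 active = inhibition at 20 µM, scaled per plate between control wells, above about 37%, limit read from the data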;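 also: 0% = DMSO with enzyme and substrate and 100% = substrate only without enzyme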
#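 Material: STEP (striatal-enriched tyrosine phosphatase) enzyme, cell-free | Medium: 50 mM Bis-Tris pH 6.0 with 2.5 mM DTT and 0.005% Tween 20 | Read-out: Percent inhibition scaled to no-enzyme and uninhibited-enzyme controls, plate-pattern corrected | Signal: Fluorescence read at 480 nm ex / 540 nm em | Times: 20 min reaction, room temperature, in the dark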
# MsrA act = activates bovine MsrA enzyme | purified bovine MsrA, absorbance read-out | activation, % at 10.6 µM | actives 0.3% (n = 360,000) | AID 602163; in the data active = activation above about 7.5%;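 also: 0% = vehicle and 100% = reference activator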
# MsrA inh = inhibitors of bovine MsrA; AID 651718; inhibition, % at 15.5 µM; actives 0.75% (n = 360,000); purified bovine MsrA, absorbance read-out; in the data active = inhibition above about 4.5%;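 also: 0% = vehicle wells with enzyme and 100% = reference inhibitor wells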
# LMPTP inh = blocks human LMPTP phosphatase | AID 651560 | inhibition, % at 20 µM | actives 0.22% (n = 360,000) | recombinant LMPTP-A, OMFP fluorogenic substrate, fluorescence intensity;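 active = compounds that cut the enzyme signal by at least half of the control window in the single-dose screen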;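 also: plate controls were DMSO wells with enzyme plus substrate for no effect and substrate without enzyme for full effect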
#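 Test system: LMPTP-A phosphatase enzyme. Amount: LMPTP-A at 0.625 nM final in the reaction. Reagent: OMFP substrate, 400 µM final. Times: 50 min at room temperature. Signal: endpoint fluorescence intensity from OMFP dephosphorylation. Read-out basis: % inhibition. Benchmarks: no-enzyme and uninhibited controls.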
# TbMetRS inhib = blocks T. brucei methionyl-tRNA synthetase activity. actives 0.4% (n = 360,000). inhibition, % at 11.9 µM. purified T. brucei MetRS, ATP depletion, Kinase-Glo luminescence. AID 624268;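 active = inhibition above a per-plate cutoff of the control wells' mean inhibition plus 3 SD, cut at about 5.5% in these data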;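 also: 0% = DMSO wells median and 100% = median of wells with control inhibitor compound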
#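 Material: T. brucei methionyl-tRNA synthetase, purified; reagent: substrates ATP, L-methionine and bulk Escherichia coli tRNA; dosing: 11.9 µM single point; timing: 15 min plus 2 h at 25 °C; detection: luminescence of leftover ATP; evaluation: % inhibition; control set: DMSO-only wells as low control; replicates: singlicate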
# Active calls of the source: *; . = no result given; & = joins results of further samples. Compounds as they come, and some 4.3% of all compounds hit somewhere here.
SMILES,Scp1 inh,SUMO1 PPI mod,eLon inh,CendR NRP1 mod,DNMT1 inh,STEP inh,MsrA act,MsrA inh,LMPTP inh,TbMetRS inhib
COc1ccc(C2CC(c3cccc(F)c3)=NN2c2ccc(S(N)(=O)=O)cc2)cc1 (centres undefined),-1,-3,-6,-7,-8,0,-3,0.9,4.6,0.0
CCCc1c(C)nc2ccccc2c1SCCC#N,-4,-2,-4,1,-3,0,-4,2.4,3.0,-0.5
O=[n+]1c2c(n([O-])c3c1CCC3)CCCC2,1,-3,-9,-6,0,1,-6,-1.3,-2.0,-1.3
CC1=C(C(=O)N(C)C)CC(CC(=O)NCC2CCCCC2)C(=O)N1Cc1ccccc1 (centres undefined),.,0,8,1,5,-3,0,-0.6,-2.1,0.9
Cc1cc(C(=O)NC(C)c2ccncc2)cs1 (centres undefined),1,-2,-5,-12,4,0,-11,1.5,-1.0,-0.8
O=C(NCCC1CCCCN1S(=O)(=O)c1ccc(F)cc1)C(=O)NCc1ccccn1 (centres undefined),0,0,6,10,0,-3,0,-1.0,-0.4,-0.1
CCc1nnc(NC(=O)CC(=O)Nc2ccccc2C(=O)O)s1,-3,5,-7,-3,1,-1,-8,.,1.9,-1.1
Cc1ncc(C(O)c2ccccc2)n1Cc1ccccc1 (centres undefined),.,-3,-1,-1,2,-1,0,0.7,-1.2,-0.2
O=C(Cc1ccccc1[N+](=O)[O-])NNC(=O)c1ccncc1,6,-5,-16,4,0,-2,-9,-0.9,0.5,-0.6
Cc1ccc(CC(NC(=O)C2CCCCC2)C(=O)O)cc1 (centres undefined),4,-8,3,6,10,-2,-5,-0.1,-1.9,-1.8
CSCCC(NC(=O)c1ccccc1)C(=O)OCC(=O)N(C)CCC#N (centres undefined),2,-1,9,10,3,-1,-9,0.0,0.6,-1.1
C=C(C)c1cccc(C(C)(C)NC(=O)N2CCC(C(N)=O)CC2)c1,-4,-4,-4,0,0,0,-2,1.6,-1.1,-0.5
CC(=O)c1c[nH]c(C(=O)NC2CCCCCC2)c1,-5,5,-11,9,1,0,-1,0.5,-0.2,0.3
Cc1nonc1OCCCNc1ccc([N+](=O)[O-])cc1Cl,-15,-19,-10,3,1,3,0,0.8,0.7,-0.4
CN(Cc1nccn1C)C(=O)c1cc(COc2cccc(C(F)(F)F)c2)on1,-3,4,-2,24,2,-3,1,0.3,0.6,-0.1
COC(=O)CCCC(=O)N1CCC(n2nccc2NC(=O)CCOc2ccccc2)CC1,-5,0,-10,-2,-2,2,-4,-0.4,-0.3,-0.2
O=C(COC(=O)c1cc[n+]([O-])cc1)Nc1ccc(SC(F)F)cc1,1,-11,-12,5,-12,-2,-2,-0.6,1.0,-0.4
Cc1cc(C(=O)NNC(=S)NCc2ccco2)nn1C,-1,0,2,-14,-4,0,0,-0.8,-0.7,-0.8
Cc1cc(C)c(S(=O)(=O)Nc2ccnc(-c3cccnc3)n2)c(C)c1,-2,6,8,7,1,0,-2,-0.7,0.5,0.2
O=C(Nc1ccccc1)c1cc([N+](=O)[O-])ccc1NCc1cccnc1,7,-23,-1,8,4,2,-14,1.9,0.9,-0.3
C#CCN(C[C@@H]1[C@@H](OC(=O)NCc2ccco2)[C@@H](OC(=O)NCc2ccco2)CN(C(=O)OC(C)C)N1C(=O)OC(C)C)S(=O)(=O)c1ccc(C)cc1,.,-2,0,-10,8,2,-4,3.6,2.0,0.5
CCCC(CCC)C(=O)O,-4&1,2&-4,-1&-6,5&-1,4&0,0&-2,2&-4,-1.4&1.9,2.2&-0.2,-0.5&-0.9
CC(CCc1ccccc1)NC(=O)COC(=O)c1cccnc1Cl (centres undefined),0,2,-13,-9,9,-5,-2,-0.2,-1.6,-0.1
CCCN(CC(=O)Nc1ccccc1C)C(=O)COc1c(Cl)cccc1Cl,-6,5,-12,-1,-3,-2,-3,-0.1,0.9,0.5
CN(C)c1cccc2c(/C=N/O)ccc(N(C)C)c12,-11,-10,-6,10,2,0,-4,0.3,1.0,-0.1

# 3 consecutive entries already listed, quoted:
SMILES,Scp1 inh,SUMO1 PPI mod,eLon inh,CendR NRP1 mod,DNMT1 inh,STEP inh,MsrA act,MsrA inh,LMPTP inh,TbMetRS inhib
O=[n+]1c2c(n([O-])c3c1CCC3)CCCC2,1,-3,-9,-6,0,1,-6,-1.3,-2.0,-1.3
CC1=C(C(=O)N(C)C)CC(CC(=O)NCC2CCCCC2)C(=O)N1Cc1ccccc1 (centres undefined),.,0,8,1,5,-3,0,-0.6,-2.1,0.9
Cc1cc(C(=O)NC(C)c2ccncc2)cs1 (centres undefined),1,-2,-5,-12,4,0,-11,1.5,-1.0,-0.8

# Next entries:
SMILES,Scp1 inh,SUMO1 PPI mod,eLon inh,CendR NRP1 mod,DNMT1 inh,STEP inh,MsrA act,MsrA inh,LMPTP inh,TbMetRS inhib
O=C(COC(=O)CCC1CCCC1)Nc1ccc(F)cc1,-4,1,3,20,3,2,-3,1.1,-1.0,-0.3
COc1ccc(C2CC(c3cccc(OC)c3OC)n3nnnc3N2)cc1 (centres undefined),-4,1,-14,4,-2,1,-2,0.7,-1.6,-0.3
Cc1ccc(N/C=C/C(=O)c2sc(-c3ccccc3)nc2C)cc1,-7,-6,-120,-95,-6,3,-6,0.1,2.0,-0.1
O=C(CSc1nnc(NC(=O)c2c(F)cccc2F)s1)Nc1ccccc1F,-2,5,1,1,3,-3,-4,0.8,1.0,0.0
NC(=O)C1CCN(C(=O)CSc2nc3ccccc3o2)CC1,-6,15,-3,1,4,-6,-12,-0.4,1.6,-1.8
O=C(CN1C2=NCCN2c2ccccc21)c1ccc(Br)cc1,-6,5,-11,1,8,1,-2,-1.1,-1.2,5.9*
CC(=O)c1cc2c(cc1NC(=O)CCNC(=O)c1ccccc1Cl)OCO2,8,-17,-6,3,-1,-3,-5,0.9,-0.5,-1.0
O=C(C1CCC(CNS(=O)(=O)c2cccs2)CC1)N1CCN(c2ccc(Cl)cc2)CC1 (centres undefined),-2,3,-1,-6,-7,-3,-2,0.2,2.8,-0.3
O=C(COC(=O)/C=C/c1ccc(F)cc1)NCc1cccs1,-7,-10,-3,-2,-2,0,-3,-0.9,-0.1,0.2
CCCNC(=O)C[C@H]1C[C@H]2c3cc(NC(=O)Nc4ccc(F)cc4)ccc3O[C@H]2[C@@H](CO)O1,.,4,3,-12,-2,-1,-10,0.7,-0.6,-1.4
O=C(COc1ccc(Cl)cc1)c1ccc(O)cc1O,-2,-3,-3,-13,0,-3,-3,0.9,0.7,-0.4
COC(=O)C1(S(=O)(=O)c2ccc(C)cc2)CCOCC1,-2,-2,-1,4,4,-2,-8,-1.6,-1.7,-1.2
O=C(O)c1ccccc1C(=O)c1ccc2c(c1)N(Cc1ccc(Cl)c(Cl)c1)C(=O)CO2,-9,-3,6,7,-5,3,-1,1.6,2.8,0.9
CC(=O)c1ccc(OC(C)C)c(CC(C(N)=O)C(N)=O)c1,-8,4,5,2,-3,0,1,1.3,-1.9,0.2
O=C1c2ccccc2C(=O)N1CCC1=CCCCC1,-10,8,-8,-2,5,-1,-1,-0.6,1.1,0.4
CN(C)c1ccc(C(=O)C(=O)c2ccccc2)cc1,-16,-17,2,9,-1,0,-5,4.6*,-0.3,0.7
CC1CC(C)CN(C(=O)CSCC(=O)Nc2nc(-c3cccs3)cs2)C1 (centres undefined),-8,3,-7,-1,-8,2,-1,0.5,2.9,0.1
CCN1CCN(CC(=O)Nc2ccc(C(C)=O)cc2)CC1,-12,4,6,-3,0,0,-1,-0.3,-2.4,-0.5
CCn1c(SCC(=O)N/N=C/C=C\c2ccco2)nc2ccccc21,-4,-7,-3,-6,5,3,-3,3.5,5.4,-0.1
CC1CCCCN1S(=O)(=O)c1ccc(N(C(=O)c2cnccn2)C(C(=O)NC2CCCC2)c2cccs2)cc1 (centres undefined),0,2,-9,-2,-2,-1,-1,0.4,-2.3,-0.1
CN(C)C(=O)N1CCC(C(=O)NCc2ccccc2Cl)CC1,1,0,3,-3,1,-1,-3,1.4,0.0,-1.5
O=C(COC(=O)C1CC(=O)N(Cc2ccccc2)C1)c1ccc(Br)cc1 (centres undefined),-5,-2,-13,11,7,0,-7,-0.2,-1.2,-0.4
NC(=S)N/N=C/c1ccc(Br)o1,-6,-3,2,0,5,-1,-5,3.9,-0.1,0.2
CN(C)S(=O)(=O)NCc1ccc2c(c1)OCO2,-5,2,-3,-1,-4,0,4,-1.1,-1.6,-1.2
Cc1csc(SCC(=O)NC(=O)NCc2ccccc2)n1,1,2,-1,-1,-1,-1,-1,0.5,-1.2,-0.5
# Next section
SMILES,Scp1 inh,SUMO1 PPI mod,eLon inh,CendR NRP1 mod,DNMT1 inh,STEP inh,MsrA act,MsrA inh,LMPTP inh,TbMetRS inhib
O=[N+]([O-])c1ccc(Sc2n[nH]c(-c3ccc(Cl)cc3Cl)n2)nc1,-5,7,-7,1,1,4,0,1.3,8.6,0.4
CCC(=O)N1CCc2cc(S(=O)(=O)NCCC(=O)N3CCc4ccccc4C3)ccc21,-3,-2,-6,-21,1,-2,0,-0.8,-1.7,-0.6
CCOC(=O)C1=C(c2ccccc2)NC(SCC)=C(C#N)C1c1cccnc1 (centres undefined),-7,-5,1,-11,1,0,-11,1.2,-1.4,-0.6
COc1ccc(CCNC(=O)C2CCCN(S(=O)(=O)c3ccc(OC)cc3)C2)cc1 (centres undefined),2,-2,1,2,2,0,-3,0.6,-1.4,-0.5
O=C(c1cccc([N+](=O)[O-])c1)c1ccccn1,-2,-23,-8,-5,-1,0,-4,-1.6,-1.0,-0.9
CC(C)(C)CN1CCNC(=O)C1CC(=O)NCCc1ccccc1C(F)(F)F (centres undefined),-5,3,8,-13,-8,0,-8,-0.1,-2.1,-0.9
COCC1CCCN(C(=O)c2ccc3nc(Cc4cccc(Cl)c4)oc3c2)C1 (centres undefined),-5,-3,-11,-1,0,1,0,0.4,-0.6,0.2
Clc1cccc(OCCN2CCCC2)c1,-4,1,3,-87,9,-1,-9,-1.6,-1.2,-1.7
CC(=O)c1cccc(N(CC(=O)NC2CCCC2)C(=O)c2csnn2)c1,-7,-3,2,10,-1,-2,-2,0.5,-2.5,-0.4

# 4 compounds already listed, ordered by the number in TbMetRS inhib, ascending:
SMILES,Scp1 inh,SUMO1 PPI mod,eLon inh,CendR NRP1 mod,DNMT1 inh,STEP inh,MsrA act,MsrA inh,LMPTP inh,TbMetRS inhib
Clc1cccc(OCCN2CCCC2)c1,-4,1,3,-87,9,-1,-9,-1.6,-1.2,-1.7
CC(C)(C)CN1CCNC(=O)C1CC(=O)NCCc1ccccc1C(F)(F)F (centres undefined),-5,3,8,-13,-8,0,-8,-0.1,-2.1,-0.9
CC(=O)c1cccc(N(CC(=O)NC2CCCC2)C(=O)c2csnn2)c1,-7,-3,2,10,-1,-2,-2,0.5,-2.5,-0.4
O=[N+]([O-])c1ccc(Sc2n[nH]c(-c3ccc(Cl)cc3Cl)n2)nc1,-5,7,-7,1,1,4,0,1.3,8.6,0.4
